procasp3 activ – activators of human procaspase-3; activation, % at 8.5 µM; AID 463141; 0.11% of 330,000 active; recombinant procaspase-3 D3A, Ac-DEVD-pNA absorbance 405 nm; P42574;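 active = activation above the mean of all tested compounds plus 3 SD, cut at about 21% in these data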;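 note: 0% = DMSO alone and 100% = DMSO wells spiked with extra 5 µM PC-3 D3A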
Target sequence (P42574 whole entry D9A/D28A/D175A): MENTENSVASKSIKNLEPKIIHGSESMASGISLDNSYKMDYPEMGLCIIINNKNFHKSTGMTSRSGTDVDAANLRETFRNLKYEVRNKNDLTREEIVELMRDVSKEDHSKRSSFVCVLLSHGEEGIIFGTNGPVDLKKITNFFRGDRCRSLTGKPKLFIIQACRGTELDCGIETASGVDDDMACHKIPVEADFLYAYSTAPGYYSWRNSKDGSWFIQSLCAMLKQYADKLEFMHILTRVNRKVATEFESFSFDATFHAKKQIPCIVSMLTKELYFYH
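assay system = Procaspase-3 D3A mutant | signal = absorbance at 405 nm, 0 and 120 min | times = 1 h preincubation plus 2 h reaction at 25 °C | repeats = single replicate | read-out = % activation between DMSO and enzyme-spiked controls | medium = Zinc-free HEPES saline buffer with Triton X-100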
AGP1-GFP MLPCN – alters AGP1-GFP fluorescence in TOR pathway yeast screen. S. cerevisiae AGP1-GFP multiplex flow cytometry, 3 h; GFP as percent of DMSO wells. 0.02% of 320,000 active. AID 2066. GFP response vs DMSO, % at 10 µM;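 active = GFP response relative to DMSO above a set limit, near screen average plus 3 SD, cut at about 150% in these data; inconclusive = fewer than 70 cells counted for the yeast strain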;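 note: median GFP channel fluorescence of the gated AGP1 strain per well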
RPL19A TOR yeast – modulators of TOR pathway RPL19A-GFP in S. cerevisiae; S. cerevisiae RPL19A-GFP strain, flow cytometry, 3 h; active compounds read low; percent response vs DMSO, % at 10 µM; 0.3% of 330,000 active; AID 2025;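 active = percent response vs DMSO below 50%; inconclusive = fewer than 70 events counted for the yeast strain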;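 note: median channel GFP fluorescence of the barcoded RPL19A-GFP strain; ratio of sample median GFP to plate DMSO average so 100% = DMSO; lower means less RPL19A-GFP as with rapamycin TOR inhibition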
AHR activator – activators of human aryl hydrocarbon receptor; P35869; AHR-responsive luciferase reporter cells, luminescence; activation, % at 5 µM; 2.5% of 320,000 active; AID 2796; in the data active = activation above about 47%;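 note: 0% = vehicle wells and 100% = reference agonist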
Target sequence (P35869 whole entry, looked up): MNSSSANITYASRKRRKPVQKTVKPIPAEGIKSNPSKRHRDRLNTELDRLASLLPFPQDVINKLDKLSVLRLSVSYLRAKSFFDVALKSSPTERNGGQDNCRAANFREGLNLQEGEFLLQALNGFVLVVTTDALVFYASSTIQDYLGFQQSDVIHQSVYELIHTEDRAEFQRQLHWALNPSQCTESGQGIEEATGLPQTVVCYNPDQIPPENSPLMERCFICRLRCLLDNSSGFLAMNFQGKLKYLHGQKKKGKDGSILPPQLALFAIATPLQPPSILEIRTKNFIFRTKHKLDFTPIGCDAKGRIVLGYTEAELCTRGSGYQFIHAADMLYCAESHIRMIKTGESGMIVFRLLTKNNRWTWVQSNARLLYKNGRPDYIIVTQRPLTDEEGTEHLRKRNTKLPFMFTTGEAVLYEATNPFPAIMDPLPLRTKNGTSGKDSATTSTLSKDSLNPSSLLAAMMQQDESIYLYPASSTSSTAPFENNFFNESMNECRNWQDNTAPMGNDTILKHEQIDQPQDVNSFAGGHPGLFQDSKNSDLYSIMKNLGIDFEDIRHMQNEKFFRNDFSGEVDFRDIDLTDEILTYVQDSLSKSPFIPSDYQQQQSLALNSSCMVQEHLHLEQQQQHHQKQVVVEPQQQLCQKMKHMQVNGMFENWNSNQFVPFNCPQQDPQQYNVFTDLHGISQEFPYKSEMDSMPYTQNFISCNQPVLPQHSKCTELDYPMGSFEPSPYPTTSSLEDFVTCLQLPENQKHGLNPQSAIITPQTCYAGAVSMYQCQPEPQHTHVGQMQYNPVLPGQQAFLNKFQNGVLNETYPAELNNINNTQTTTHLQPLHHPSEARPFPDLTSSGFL
procasp7 counter – activates human procaspase-7, counter-screen for procaspase-3 activators. activation, % at 8.5 µM. 0.093% of 330,000 active. recombinant procaspase-7, Ac-DEVD-pNA absorbance 405 nm; D23A/D198A/D206A triple mutant, cannot self-cleave; scale: DMSO 0, 5 µM enzyme 100. P55210. AID 463210;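 active = percent activation above the screen-wide mean plus 3 SD, cut at about 25% in these data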
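System: Procaspase-7 triple mutant (PC-7 D3A); measure: % activation from two-timepoint absorbance difference, scaled to controls; times: 1 h compound preincubation, 2 h substrate cleavage, 25 °C; also added: Ac-DEVD-pNA substrate, 400 µM as added; measured by: Epi-absorbance of released pNA at 405 nm, two timepoints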
CIT2 TOR yeast – modulators of TOR pathway CIT2-GFP in S. cerevisiae; S. cerevisiae CIT2-GFP strain, flow cytometry, 3 h; 100 means same as DMSO wells; GFP response vs DMSO, % at 10 µM; 0.065% of 320,000 active;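 active = GFP response relative to DMSO above a set limit, near the screen mean plus 3 SD, cut at about 150% in these data; inconclusive = Fewer than 70 cells measured for a yeast strain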;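 note: ratio of well median GFP fluorescence to mean of DMSO wells on the plate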
MEP2-GFP yeast – yeast TOR pathway MEP2-GFP modulation | S. cerevisiae MEP2-GFP strain, flow cytometry GFP, 3 h; 100% = DMSO control level | GFP response vs DMSO, % at 10 µM | 0.51% of 330,000 active;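 active = GFP response versus DMSO above a set limit, roughly screen mean plus 3 SD, cut at about 180% in these data; inconclusive = fewer than 70 cells counted for a yeast strain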;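 note: median GFP fluorescence of the barcode-gated MEP2-GFP cells per well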
LAP4-GFP MLPCN – alters LAP4-GFP fluorescence in TOR pathway yeast screen; 0.34% of 320,000 active; AID 2023; S. cerevisiae LAP4-GFP multiplex, flow cytometry GFP, 3 h; median GFP as percent of DMSO wells; GFP response vs DMSO, % at 10 µM;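 active = GFP response vs DMSO above a set limit, about the screen mean plus 3 SD, cut at about 150% in these data; inconclusive = under 70 cell events counted for the yeast strain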
Active calls of the source: *; ? = inconclusive; · = no result given; [ ] = dose if it differs, or a comment. Hits appear at their usual frequency; overall some 3.5% were active at least once.

SMILES | procasp3 activ | AGP1-GFP MLPCN | RPL19A TOR yeast | AHR activator | procasp7 counter | CIT2 TOR yeast | MEP2-GFP yeast | LAP4-GFP MLPCN
CC(=O)Nc1ccc(S(=O)(=O)NNC(=O)COc2cccc(C)c2)cc1 | -19 | 106 | 104 | 23 | -15 | 101 | 99 | 114
C[C@H](CO)N1C[C@H](C)[C@@H](CN(C)Cc2ccc(Cl)c(Cl)c2)Oc2c(NC(=O)C3CC3)cccc2C1=O | 0 | 98 | 94 | 3 | 5 | 86 | 93 | 94
CC(C)[C@H](NC(=O)c1ccco1)C(=O)OCC(=O)Nc1cccc(F)c1 | -9 | 99 | 98 | -1 | -7 | 107 | 120 | 101
O=C(c1ccc(S(=O)(=O)N2CCCC2)cc1)N1CCCc2ccccc21 | 9 | 108 | 104 | 8 | 0 | 105 | 97 | 94
Cc1ccc(NC2=C(Cl)C(=O)OC2OC(C)C)cc1 (configuration not stated) | 1 | 96 | 93 | 5 | 2 | 90 | 93 | 94
Clc1ccccc1C1=CC(c2ccco2)n2nnnc2N1 (configuration not stated) | -5 | 97 | 98 | 2 | -2 | 99 | 101 | 100
COc1cccc(C(=O)N2CCN(Cc3nc(CC4CC4)no3)CC2)c1 | 1 | 104 | 96 | 3 | -5 | 79 | 96 | 97
Nc1c(N(Cc2ccco2)C(=O)COc2ccccc2Cl)c(=O)[nH]c(=O)n1Cc1ccccc1 | 7 | 96 | 91 | 3 | 0 | 98 | 90 | 94
CC(=O)Nc1ccc(NC(=O)C(C)OC(=O)c2c(NC(C)=O)sc(C)c2C)cc1 (configuration not stated) | -5 | 90 | 87 | 0 | -7 | 84 | 93 | 91
COc1ccc(N(CC(=O)N2CCN(c3ccccc3F)CC2)S(=O)(=O)c2c(C)noc2C)cc1 | -2 | 95 | 92 | 2 | 0 | 98 | 95 | 90
CCOc1ccc(NC(=O)CC2C(=O)N(CC)C(=S)N2CCN2CCOCC2)cc1 (configuration not stated) | -5 | 96 | 101 | 1 | 5 | 93 | 98 | 97
Cc1cc(NC(=O)c2ccc(Cl)cc2)cc(C)c1OCC(=O)N1CCOCC1 | 6 | 101 | 101 | 7 | 2 | · | 103 | 106
COc1ccc(CC(=O)NCC2(c3ccc(OC)c(OC)c3)CCCC2)cc1 | 3 | 98 | 99 | 2 | -9 | 97 | 95 | 85
O=C(NC1CCCN(Cc2ccc(Cl)cc2)C1)c1c(F)cccc1F (configuration not stated) | 7 | 95 | 102 | 1 | -4 | 97 | 96 | 83
Cc1ccc(C(=O)Nc2nc(N)n(-c3ccccc3)n2)cc1 | -11 | 101 | 97 | 9 | 7 | 101 | 101 | 104
O=C1[C@@H]2[C@@H]3C[C@@H]([C@H]4ON=C(c5ccc(OCc6ccccc6)cc5)[C@@H]34)[C@@H]2C(=O)N1c1ccc2c(c1)OCO2 | -2 | 100 | 106 | 6 | 10 | 101 | 107 | 119
CCCCCn1nc(C(=O)N2CCc3ccccc32)c2ccccc2c1=O | 2 | 100 | 100 | 10 | -12 | 86 | 100 | 104
COc1ccc(S(=O)(=O)NCCSc2ccccc2)cc1OC | 5 | 106 | 106 | 1 | 12 | 107 | 104 | 104
COc1ccc(CC(=O)Nc2nnc(C)s2)cc1 | -4 | 96 | 96 | 1 | 7 | 79 | 101 | 98
Cc1ccc(C2(c3noc(CN(C)CCO)n3)CCCC2)cc1 | 0 | 96 | 98 | 2 | 12 | 97 | 98 | 103
O=[N+]([O-])c1cc(S(=O)(=O)N2CCCC2)ccc1N/N=C/c1ccccn1 | -4 | 97 | 97 | 0 | 7 | 91 | 96 | 98
O=C(NC1CCCC1)c1ccc(CS(=O)(=O)c2ccc(Br)cc2)o1 | 14 | 104 | 98 | 2 | 2 | 98 | 101 | 105
Cc1ccccc1C(=O)NC(=S)Nc1ncccn1 | -9 | 99 | 100 | 4 | -5 | 104 | 103 | 92
CCCc1nn(C)c(C(=O)Nc2ccc3ccccc3c2)c1Cl | -5 | 97 | 101 | 2 | 1 | 96 | 97 | 87
Cc1nc([N+](=O)[O-])cn1CC(=O)Nc1ccc2c(c1)OCO2 | 0 | 111 | 109 | 2 | -8 | 110 | 111 | 105
The results go on:
SMILES | procasp3 activ | AGP1-GFP MLPCN | RPL19A TOR yeast | AHR activator | procasp7 counter | CIT2 TOR yeast | MEP2-GFP yeast | LAP4-GFP MLPCN
COc1ccc(C(=O)N/C(=C\c2ccc([N+](=O)[O-])cc2)C(=O)NC(CCSC)C(=O)O)cc1 (configuration not stated) | -28 | 76 | 112 | 27 | -26 | 86 | 103 | 98
CC(=O)c1c(C)[nH]c(C(=O)OC(C)C(=O)Nc2cc(S(=O)(=O)N3CCCCC3)ccc2Cl)c1C (configuration not stated) | -10 | 89 | 94 | 3 | 2 | 87 | 88 | 90
COc1ccc(OC(C)C(=O)N2CCOCC2)cc1 (configuration not stated) | 1 | 99 | 96 | -1 | -4 | 96 | 106 | 99
CC(NC(=O)[C@@H](C)NC(=O)[C@@H]1Cc2ccccc2CN1C(=O)OC(C)(C)C)c1ccccc1 (some centres not stated) | 7 | 96 | 95 | 3 | -11 | 102 | 95 | 90
CN(CC(=O)Nc1cccc2ccccc12)C(=O)c1ccc(F)cc1F | 1 | 99 | 102 | -1 | 7 | 99 | 107 | 100
CCCc1cc(C(=O)NCC(C)C)no1 | -1 | 102 | 100 | 5 | -2 | 100 | 100 | 102
COC(=O)c1ccc(C)c(NC(=O)CCn2[nH]c(=O)ccc2=O)c1 | -3 | 92 | 96 | 0 | -6 | 95 | 101 | 97
Nc1cccnc1Sc1ccc(Cl)cc1 | 4 | 94 | 95 | 6 | -9 | 83 | 97 | 102
C=C(C)CN(CC)C(=O)CSc1ccc(S(=O)(=O)N2CCN(Cc3ccccc3)CC2)cn1 | -5 | 87 | 97 | 1 | -10 | 85 | 101 | 96
CCOCCCNC(=O)C1CCCN1S(=O)(=O)c1ccc(Cl)cc1 (configuration not stated) | 5 | 100 | 100 | 0 | 15 | 105 | 103 | 102
CCOc1ccccc1CNC(CC)CO (configuration not stated) | 11 | 99[may fluoresce red] | ? | 5 | 7 | 100[may fluoresce red] | 85[may fluoresce red] | 83[may fluoresce red]
Cc1nc2ccccc2c2nc(N)nn12 | 14 | 96 | 94 | 8 | 6 | 100 | 100 | 94
CC(On1nnc2ccc(S(=O)(=O)N3CCOCC3)cc21)C(=O)Nc1ccccc1F (configuration not stated) | -2 | 104 | 98 | -2 | -2 | 93 | 104 | 105
CCO/N=C/c1ccc(OC)c(Oc2nc(OC)cc(OC)n2)c1 | -4 | 93 | 98 | 21 | 13 | 97 | 101 | 93
O=C(Nc1ccc2c(c1)OCO2)c1ccc(Cl)c(S(=O)(=O)N2CCOCC2)c1 | 7 | 102 | 102 | 40 | 6 | 108 | 101 | 106
Cc1ccc(-n2nc3c(c2NC(=O)C(C)C)CS(=O)(=O)C3)c(C)c1 | -4 | 95 | 110 | 4 | -10 | 99 | 99 | 88
CC1CC(C)CN(S(=O)(=O)c2ccc(C(=O)N3CC(C)OC(C)C3)cc2)C1 (configuration not stated) | 11 | 111[may fluoresce violet] | 94[may fluoresce violet] | -3 | 8 | ? | 88[may fluoresce violet] | ?
CCOc1ccccc1/C=C/c1onc(C)c1S(=O)(=O)N1CCC(C(=O)NC(C)(C)C)CC1 | 1 | 95 | 103 | 7 | -3 | 101 | 110 | 82
COc1cc2c(C(=O)N3CCN(C4CCCCC4)CC3)cn(CC(C)C)c(=O)c2cc1OC | 5 | 23[may fluoresce violet] | 49*[may fluoresce violet] | 0 | 6 | ? | 201*[may fluoresce violet] | 93[may fluoresce violet]
CCC(C)NC(=O)c1cn(CC)c2ccc(S(=O)(=O)N(C)C)cc2c1=O (configuration not stated) | -2 | 100 | 104 | 3 | 3 | 94 | 99 | 103
C=CCN(CC=C)C(=O)c1cc2ccccc2c(=O)o1 | 9 | 106 | 103 | 2 | 2 | 104 | 106 | 104
CN1CCCN(C(=O)CSc2ccccc2)CC1 | -6 | 101 | 104 | -3 | -2 | 103 | 106 | 101
COCCNC(=O)Cn1cc(C(=O)c2ccco2)c2ccccc21 | -2 | 107 | 99 | 4 | -1 | 107 | 97 | 106
O=C(Cc1ccccn1)c1ccc(Cl)cc1 | 4 | 96 | 105 | 2 | -1 | 96 | 97 | 96
COc1ccc(C(=O)[C@H]2[C@H]3C(=O)N(c4ccc(C)cc4)C(=O)[C@H]3C3C=CC=NN32)cc1 (some centres not stated) | -6 | 111 | 102 | 18 | -1 | 102 | 102 | 116
Carrying on.
SMILES | procasp3 activ | AGP1-GFP MLPCN | RPL19A TOR yeast | AHR activator | procasp7 counter | CIT2 TOR yeast | MEP2-GFP yeast | LAP4-GFP MLPCN
CCN(N=Nc1cccc([N+](=O)[O-])c1)c1cccc([N+](=O)[O-])c1 | 2 | 102 | 94 | 5 | 4 | 101 | 101 | 103
CC1=NCCN1S(=O)(=O)c1cccc([N+](=O)[O-])c1 | 8 | 107 | 101 | -2 | 9 | 107 | 99 | 100
CCOC(=O)c1ccccc1NC(=O)Cn1cnc2c(cnn2-c2ccccc2)c1=O | 2 | 110 | 103 | 0 | 13 | 114 | 106 | 106
C[C@H](NC(=O)c1ccc2ccccc2c1)C(=O)N1CCC2(CC1)NCCc1[nH]cnc12 | 4 | 90 | 93 | 1 | 6 | 88 | 79 | 87
COc1ccc(S(=O)(=O)NN(C)c2ncc(C(F)(F)F)cc2Cl)cc1 | -7 | 97 | 104 | -1 | 2 | 98 | 101 | 95
N#Cc1cc2ccccc2nc1SCc1cccnc1 | -6 | · | 98 | 32 | 6 | 107 | 106 | 95
CNc1ccc(C(=O)OCC(=O)NC(=O)NC2CCCC2)cc1[N+](=O)[O-] | -7 | 96 | 92 | 2 | -19 | 85 | 94 | 96
COc1ccccc1Cn1cccc1C=O | 0 | 85 | 101 | -1 | 6 | 102 | 75 | 100
CCC(C)NC(=O)CNC(=S)N(Cc1ccccc1F)C1CCCCC1 (configuration not stated) | -4 | 91 | 105 | 8 | 0 | 94 | 103 | 100
O=C(Cc1c(F)cccc1Cl)NNC(=O)c1cccs1 | 4 | 100 | 101 | 2 | 10 | 104 | 106 | 99
CC1CCCC(C)N1/N=C/c1cccc([N+](=O)[O-])c1 (configuration not stated) | -2 | 93 | 103 | 1 | 12 | 94 | 104 | 92
COc1ccc(-c2ccc(CCC(=O)O)n2CC2CCCO2)cc1 (configuration not stated) | -11 | 101 | 104 | 1 | -15 | 96 | 106 | 98

Full records as entered above. Order of screens: procasp3 activ	AGP1-GFP MLPCN	RPL19A TOR yeast	AHR activator	procasp7 counter	CIT2 TOR yeast	MEP2-GFP yeast	LAP4-GFP MLPCN
C[C@H](NC(=O)c1ccc2ccccc2c1)C(=O)N1CCC2(CC1)NCCc1[nH]cnc12 is listed as 4	90	93	1	6	88	79	87
CCN(N=Nc1cccc([N+](=O)[O-])c1)c1cccc([N+](=O)[O-])c1 is listed as 2	102	94	5	4	101	101	103
CNc1ccc(C(=O)OCC(=O)NC(=O)NC2CCCC2)cc1[N+](=O)[O-] is listed as -7	96	92	2	-19	85	94	96

High-throughput results deposited in PubChem by several laboratories.
